# FadD28 FP inh – M. tuberculosis FadD28 bisubstrate binding inhibition; inhibition, % at 12.5 µM; 360,000 tested, 0.22% active; FadD28 bisubstrate probe binding, fluorescence polarization; in the data active means inhibition above about 8.5%, passing the limit was not always enough; inconclusive means no clear call, values can overlap the other calls
# BoNT A protease – BoNT A light chain protease inhibition; multiplex microsphere protease substrate cleavage, flow cytometry; inhibition, % at 10 µM; 360,000 tested, 0.17% active; AID 588499; further: plate controls were buffer without enzyme for full effect and enzyme alone for no effect
# CCHFV vOTU inh – blocks the CCHF virus ovarian tumor domain protease; 370,000 tested, 0.55% active; CCHFV vOTU protease, Pep-AMC fluorescence; inhibition, % at 11.5 µM; in the data active means inhibition above about 30%; further: 0% = vehicle wells with enzyme and 100% = no enzyme wells
# TcdB inh – TcdB glycohydrolase inhibition; TcdB glycohydrolase enzymatic assay, plate reader; inhibition, % at 9.99 µM; 350,000 tested, 0.24% active; in the data active means inhibition above about 10%
# Yp Topo-I inh – blocks Yersinia pestis topoisomerase I activity | Y. pestis Topo-I cleavage product accumulation, plate reader | activity, % at 10 µM | 360,000 tested, 0.064% active; in the data active means activity above about 50%, passing the limit was not always enough; inconclusive means no clear call, values can overlap the other calls; further: inactives centre near 2
# BoNT-F LC inh – BoNT F light chain protease inhibition. Multiplex microsphere protease cleavage assay, flow cytometry. inhibition, % at 10 µM. 360,000 tested, 0.22% active. AID 588497; in the data active means inhibition above about 35%, passing the limit was not always enough; inconclusive means no clear call, values can overlap the other calls; further: plate controls were buffer without enzyme for full effect and enzyme alone for no effect
# Anthrax LF inh2 – blocks Bacillus anthracis lethal factor protease | P15917 | multiplex microsphere protease cleavage assay, LF | inhibition, % at 10 µM | 360,000 tested, 0.12% active; further: plate controls were buffer without enzyme for full effect and enzyme alone for no effect
# PfHsp40 rescue – restores yeast growth despite PfHsp40 toxicity | 340,000 tested, 0.68% active | S. cerevisiae expressing PfHsp40, growth rescue, ATP luminescence | growth rescue, % at 12.5 µM | AID 504582; in the data active means growth rescue above about 28%, passing the limit was not always enough; inconclusive means no clear call, values can overlap the other calls;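 further: yeast W303a lacking pdr1 and pdr3 grown in galactose medium; growth measured after three days at 30 °C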
# PrPC TRFRET – cell surface PrPC inhibition, primary TR-FRET screen; P04156; TR-FRET read-out; inhibition, % at 13.8 µM; 370,000 tested, 0.43% active; in the data active means inhibition above about 24%; further: 0% = median of the test wells and 100% = reference compound wells
# An asterisk follows results filed as active; ? = inconclusive; . = no result given. Unless noted, no stated cut-off is given here; in the data, active means inhibition above about 30%; inconclusive means no clear call, values can overlap the other calls; inactive means below that.
SMILES,FadD28 FP inh,BoNT A protease,CCHFV vOTU inh,TcdB inh,Yp Topo-I inh,BoNT-F LC inh,Anthrax LF inh2,PfHsp40 rescue,PrPC TRFRET
CCOC(=O)C1=C(N)N2C(=O)CSC2=C(C(=O)OC)C1,0.3,0.6,-2,.,0,6,-1,-1.8,1
O=C1Nc2ccccc2C1(O)C/C(=N/O)c1ccccc1 (stereo not given),-1.6,-0.5,-7,-0.3,0,-2,3,.,1
Cc1ccc(OCC(=O)NCc2cccs2)cc1,-3.9,-1.1,3,.,11,-7,-9,8.7,-2
CS(=O)(=O)c1ccc2nc(NC(=O)c3ccccc3)sc2c1,-2.1,-2.6,6,0.4,-3,5,6,0.1,0
Cc1cccc(-n2c(=O)c3c(n4cnnc24)-c2ccccc2CC32CCCCC2)c1,0.8,-1.8,4,.,6,-31,0,-0.3,-2
COc1ccc(Cl)cc1N(CC(=O)N/N=C/c1ccc(OC(C)C)cc1)S(=O)(=O)c1ccc(C)c([N+](=O)[O-])c1,-2.7,-0.4,0,0.4,5,-4,-2,2.9,-1
COC(=O)CSc1nnc(CCc2ccccc2)n1C,0.4,-1.1,-10,1.8,-4,-10,-8,0.0,-7
CC1CCN(c2ccc3nnc(CCC(=O)Nc4cc(F)ccc4F)n3n2)CC1,-0.8,-1.8,-5,-7.2,25,-4,-4,1.4,12
CN(C)CCCNc1nc2cc(-c3ccn[nH]3)sc2c(=O)n1C,-3.1,0.3,-9,1.9,-9,-1,1,.,3
COC(=O)c1sc2ncn(CC(=O)NCCc3ccc(OC)c(OC)c3)c(=O)c2c1C,-1.5,0.8,-2,-2.0,-5,0,1,-1.1,3
COc1cccc(C2C(C#N)=C(N)N(c3ncn[nH]3)C3=C2C(=O)CCC3)c1 (stereo not given),-11,0.6,11,.,-6,2,-1,1.1,-6
Cc1c(CCC(=O)O)c(=O)oc2cc(OCc3cccc(F)c3)ccc12,-2.4,-1.6,-46,-0.2,0,2,0,-0.7,1
COc1ccc(CCN2CC(C(=O)NCC(=O)Nc3ccc(F)c(F)c3)CC2=O)cc1OC (stereo not given),-2.4,3.7,2,-2.1,-1,11,-2,-0.6,1
N#Cc1ccccc1OCC(=O)Nc1cc(S(=O)(=O)N2CCCCC2)ccc1N1CCOCC1,-0.1,1.3,3,-0.7,23,0,-6,0.7,6
CN(C)CCCN(C(=O)c1ccc(C(=O)c2ccccc2)cc1)c1nc2cc3c(cc2s1)OCCO3,-3.4,0.8,3,3.8,-10,16,-5,-0.1,-23
CCCCNC(=S)N(C)N=C1CCC(c2ccccc2)CC1 (stereo not given),-5.0,-0.8,10,-0.3,18,2,-5,3.5,-1
Cc1ccccc1NC(=O)CSc1nnc2ccc(-c3cccnc3)nn12,-0.7,?,-6,-1.7,-6,?,?,-0.1,-19
O=C(Cn1cnc(S(=O)(=O)N2CCCC2)c1)Nc1cccc(Br)c1,-1.2,5.7,-11,1.2,8,6,8,-0.7,-1
O=C(NCCN1CCN(Cc2ccccc2)CC1)C1CC(=O)N(C2CCCC2)C1 (stereo not given),-0.8,2.3,1,.,1,-4,-5,0.3,5
CCOC(=O)N1CCC(NC(=O)CCc2c(C)nc3ncnn3c2C)CC1,1.3,?,-6,.,-5,1,-1,-1.2,2
CCOC(=O)N1CCN(C(=O)CSCC(=O)Nc2nc(-c3cccs3)cs2)CC1,-0.3,0.1,-8,.,36,2,-2,0.8,-3
CCOC(=O)C1=C[C@@H](CC)N(S(=O)(=O)c2ccc(C)cc2)[C@H]1c1cccc(Cl)c1,-5.5,-0.8,4,0.9,.,-5,-5,.,0
NS(=O)(=O)c1ccc(NC(=O)c2ccc(S(=O)(=O)N3CCc4ccccc43)cc2)cc1,-3.2,-0.4,7,0.5,-20,2,0,-0.6,0
Cc1cccn2c(NC(=O)c3cccs3)c(-c3ccccc3)nc12,-1.9,-0.4,-12,.,-1,-11,-2,0.4,6
Cc1ccc(NC(=O)CNc2cccc(S(=O)(=O)N3CCCC3)c2)cc1F,-4.3,-0.6,0,-0.8,2,4,2,-2.2,4

# Taken from the results shown for reference:
SMILES,FadD28 FP inh,BoNT A protease,CCHFV vOTU inh,TcdB inh,Yp Topo-I inh,BoNT-F LC inh,Anthrax LF inh2,PfHsp40 rescue,PrPC TRFRET
Cc1cccn2c(NC(=O)c3cccs3)c(-c3ccccc3)nc12,-1.9,-0.4,-12,.,-1,-11,-2,0.4,6
Cc1ccc(NC(=O)CNc2cccc(S(=O)(=O)N3CCCC3)c2)cc1F,-4.3,-0.6,0,-0.8,2,4,2,-2.2,4

# The main list resumes with the 4 entries that preceded the break.
SMILES,FadD28 FP inh,BoNT A protease,CCHFV vOTU inh,TcdB inh,Yp Topo-I inh,BoNT-F LC inh,Anthrax LF inh2,PfHsp40 rescue,PrPC TRFRET
CCOC(=O)C1=C[C@@H](CC)N(S(=O)(=O)c2ccc(C)cc2)[C@H]1c1cccc(Cl)c1,-5.5,-0.8,4,0.9,.,-5,-5,.,0
NS(=O)(=O)c1ccc(NC(=O)c2ccc(S(=O)(=O)N3CCc4ccccc43)cc2)cc1,-3.2,-0.4,7,0.5,-20,2,0,-0.6,0
Cc1cccn2c(NC(=O)c3cccs3)c(-c3ccccc3)nc12,-1.9,-0.4,-12,.,-1,-11,-2,0.4,6
Cc1ccc(NC(=O)CNc2cccc(S(=O)(=O)N3CCCC3)c2)cc1F,-4.3,-0.6,0,-0.8,2,4,2,-2.2,4
CN1C(=O)C(C)(C)c2cc(S(=O)(=O)NCC3CCC(C(=O)NC4CCCCC4)CC3)ccc21 (stereo not given),-3.7,0.9,17,0.1,29,2,4,1.0,-3
O=C(NC(=S)Nc1ccc(-c2ccc(CO)o2)cc1)c1cccs1,-1.5,-0.4,.,.,1,-4,3,0.7,.
COC(=O)c1ccc2nc(C3CCCCC3)c(Cc3ccccc3C(F)(F)F)n2c1,-0.3,0.9,16,-9.4,.,7,4,.,5
COC(=O)[C@H](Cc1ccccc1)[C@@H](C)OS(N)(=O)=O,-5.0,0.1,-2,0.9,4,-6,0,-0.5,2
NC(=O)c1ccc(NC(=O)COC(=O)C2CCN(S(=O)(=O)c3cccs3)CC2)cc1,-3.8,-0.3,23,3.2,-4,-4,-5,-1.2,3
Nc1c2c(nc3ccccc13)CCC2,-4.2,0.6,-10,.,-4,6,3,1.8,4
Cc1noc(C(=O)N2CC3(C)CC2CC(C)(C)C3)c1Cl (stereo not given),-2.1,-0.2,-1,1.2,11,-5,-7,-0.8,-10
CCOc1ccc(OCC)c(NC(=O)C2CCCN2S(=O)(=O)c2cccc3cccnc23)c1 (stereo not given),-2.2,-0.6,7,2.4,12,-6,-1,1.6,-1
Cc1nc2cc(-c3ccccc3)sc2c(=O)n1N,1.2,-0.1,-8,1.8,13,-8,4,-1.2,-2
CC(=O)c1cccc(NC(=O)NN2CCN(C)CC2)c1,-2.3,-0.2,17,2.4,-4,7,-8,0.8,2
Cc1c(C)c2ccc(OCC(=O)N3CC[C@@]4(O)CCCC[C@H]4C3)c(C)c2oc1=O,-1.1,-0.9,-14,-0.3,-2,-11,-8,2.4,-2
O=C1NCCCc2c1oc1cc(Br)c(O)c(Br)c21,0.2,-1.1,4,.,1,-2,-4,0.2,-4
CC(=O)Nc1ccc(C(=O)NN2C(=O)c3ccccc3C2=O)cc1,0.8,-0.9,-6,0.1,-4,1,-2,-0.8,4
O=C1NC[C@H](CCCCN2C[C@H](Cc3ccc(O)cc3)N(CCc3ccc(O)cc3)C(=O)C2=O)N(Cc2ccccc2)C1=O,.,-0.5,4,3.6,.,5,-8,.,-3
CC(=O)c1cc(-c2ccc(F)cc2)n(CCC(=O)Nc2cc(C)[nH]n2)c1C,-2.9,0.4,-2,.,-7,-6,6,-1.1,0
N#CC1=C(N)NC(SCC(=O)Nc2ccccc2)=C(C#N)C12CCCCC2,0.1,-0.6,12,.,0,10,-1,0.5,12
COc1ccc(/C=C/C(=O)NCC(=O)N/N=C/c2cccs2)cc1,1.0,3.5,4,0.5,8,-3,0,-0.5,-8
COc1ccc(-c2cc(C(=O)N/N=C/c3cccnc3)c3ccccc3n2)cc1,-13,3.2,-11,0.7,10,0,0,1.5,5
CC(=O)C(Cc1ccc(Cl)nc1)(Cc1ccc(Cl)nc1)C(C)=O,-1.9,-0.1,-5,-3.5,0,-1,3,-0.8,6
COc1ccc(N2C(=O)CCC(C(=O)Nc3cccc(C)n3)C2c2ccc(OC)c(OC)c2)cc1 (stereo not given),-2.4,-1.2,-4,.,6,8,0,-0.1,-1
O=C(O)c1ccc(/C=N/NC(=O)c2ccc(CN3c4cccc5cccc(c45)S3(=O)=O)cc2)cc1,-5.9,-0.8,19,1.1,-1,-6,-2,2.2,-5
O=C(/C=C/c1ccccc1O)c1ccco1,-0.6,-7.8,-11,1.4,-11,-22,4,0.1,-3
O=C(COC(=O)Cn1cnc2ccccc2c1=O)Nc1ccc2c(c1)OCO2,-4.4,-1.5,-20,1.2,-13,-7,-8,0.4,-8
CC(=O)c1c(NCc2ccccc2)nc(=O)n(-c2ccccc2)c1C,0.2,1.3,3,.,-3,10,-10,-0.4,-4
Cc1cc(C(=O)N/N=C\C(Br)=C\c2ccccc2)c(C)o1,-3.4,-0.1,8,1.3,0,-4,-2,3.3,-1

# Random excerpt: 3 entries already listed.
SMILES,FadD28 FP inh,BoNT A protease,CCHFV vOTU inh,TcdB inh,Yp Topo-I inh,BoNT-F LC inh,Anthrax LF inh2,PfHsp40 rescue,PrPC TRFRET
O=C(COC(=O)Cn1cnc2ccccc2c1=O)Nc1ccc2c(c1)OCO2,-4.4,-1.5,-20,1.2,-13,-7,-8,0.4,-8
O=C(/C=C/c1ccccc1O)c1ccco1,-0.6,-7.8,-11,1.4,-11,-22,4,0.1,-3
CC(=O)C(Cc1ccc(Cl)nc1)(Cc1ccc(Cl)nc1)C(C)=O,-1.9,-0.1,-5,-3.5,0,-1,3,-0.8,6

# (continued)
SMILES,FadD28 FP inh,BoNT A protease,CCHFV vOTU inh,TcdB inh,Yp Topo-I inh,BoNT-F LC inh,Anthrax LF inh2,PfHsp40 rescue,PrPC TRFRET
CC(=O)CCn1cnc([N+](=O)[O-])n1,-0.4,0.2,5,0.0,-2,-8,-2,-0.8,-8
CCCCC[C@H]1CN(Cc2ccccc2)C(=O)[C@@H]1CC(=O)NCc1ccc(OC)cc1,-3.4,-0.6,22,2.2,20,-3,-8,2.1,7
O=C1NC(Cc2c[nH]c3ccccc23)C(=O)N1Cc1ccc(CN2C(=O)NC(Cc3c[nH]c4ccccc34)C2=O)cc1 (stereo not given),-6.9,1.0,-12,-1.2,-16,11,1,-0.4,2
Cc1ccccc1-n1c(-c2ccoc2C)n[nH]c1=S,-3.5,-0.5,8,4.2,-3,-4,1,1.1,5
O=C(Nc1nc2c(s1)CCCC2)C1COc2ccccc2O1 (stereo not given),-0.4,-0.1,14,1.6,2,5,-5,4.4,-3
C[N+]1=C(/C=C/Nc2ccccc2Cl)C(C)(C)c2ccccc21,-0.9,0.5,-2,.,-7,-16,-2,-1.5,9
O=C(O)c1cn(-c2ccccc2)c(=O)c2ccccc12,-0.8,0.1,0,.,-6,2,-3,0.8,6
COc1cc(NC(=O)C/C(C)=N/NC(=O)C2CCCCC2)c(OC)cc1Cl,-1.6,-1.7,1,-1.0,5,5,-1,1.4,11
COc1ccc(-c2nc3ccccc3s2)cc1O,0.9,-0.8,19,.,3,-20,-4,3.6,-15
Cc1ccc(NC(=O)c2ccc(CSc3nnc(C)s3)cc2)cc1,-0.5,0.0,1,.,18,1,-1,0.8,-5
COCCNC(=O)c1ccc(-c2csc(C)n2)cc1,-0.2,0.8,-13,0.6,5,-3,3,0.9,1
CCc1nnc(NS(=O)(=O)c2ccc(NC(=O)/C=C/c3ccccc3Cl)cc2)s1,-26,-0.3,35*,-1.0,8,-1,2,0.8,-5
CCC(Oc1ccccc1)C(=O)N1CCN(c2ccccn2)CC1 (stereo not given),-0.2,-0.1,8,.,13,-7,-4,-1.5,0
COc1ccc(C(=O)NC2CCN(C(=S)Nc3cc(C)cc(C)c3)CC2)cc1,-1.6,-0.2,4,0.8,5,3,-1,-0.8,-4

# Compounds as they come; any-hit rate near 2.3%.
